HepG2 tox: qHTS for Inhibitors of TGF-b: Cytotox Counterscreen; HepG2 CAGA-GFP viability, ATP luminescence, 18 h; Potency, µM (doses to about 46.1 µM), for inactives: at the highest dose activity change, negative = cytotoxicity, actives largely listed as cytotoxic; 410,000 tested, 0.76% active; AID 588856, 2011; note: potency is the fitted concentration of half-maximal effect; some results filed as inactive show a strong effect at the top dose
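CellTiter-Glo luminescence gave cytotoxicity after 18 hours at 37 degrees C. The cells were HepG2 CAGA-GFP in 1% FBS DMEM, stimulated with 500 pg/mL TGF-beta after compound addition. %Activity was normalised to no-cell wells (complete cell-killing) and DMSO (no toxicity), and curves were fitted and classified.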
HT1080NT lethal: qHTS for induction of synthetic lethality in tumor cells producing 2HG: qHTS for the HT-1080-NT fibrosarcoma cell line; HT-1080-NT fibrosarcoma viability, CellTiter-Glo ATP luminescence, 48 h; Potency, µM (series often up to 46.1 µM), without a hit: at the top dose activity, negative = less viability, usual class: cytotoxic; 360,000 tested, 1.6% active; AID 686970, 2013;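 note: NT is the 2HG producing partner of a matched IDH1 knockdown line; potency is the fitted concentration of half-maximal effect; 0% = DMSO-treated cells and -100% = media-only wells without cells; nearly all actives have a fitted effect of over 55% in size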
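Toxicity toward the 2HG-producing NT line was scored as %Activity, normalised to DMSO and no-cell wells, from CellTiter-Glo luminescence after 48 hours' treatment.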
KB-3-1 cytotox: qHTS assay for MDR1-selective chemotherapeutics: Primary screen using the parental adenocarcinoma cell KB-3-1; KB-3-1 viability, CellTiter-Glo ATP luminescence, 72 h; Potency, µM (series often up to 46.1 µM), without a hit: at the highest dose activity change, negative = cytotoxic, actives largely listed as cytotoxic; 400,000 tested, 1.4% active; AID 1347075, 2019; note: potency is the fitted concentration of half-maximal effect; % is set by controls: 0 for no effect and ±100 for the full control effect; nearly all actives have a fitted effect of over 60% in size
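Multi-concentration cytotoxicity screen in KB-3-1 cells grown in DMEM lacking phenol red with 10% FBS. After 72 h at 37 °C with compound, ATP-dependent luminescence was recorded.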
IL-1B inflam inh: qHTS for Inhibitors of Inflammasome Signaling: IL-1-beta AlphaLISA Primary Screen; 360,000 tested, 4.7% active; THP-1 LPS/ATP IL-1B secretion, AlphaLISA, 16 h; stronger effect = lower value; activity change, % at 57.5 µM; AID 743279, 2014; in the data active = activity change below about -50%; inconclusive = mostly about -30% to -49%; note: % is set by controls: 0 for no effect and ±100 for the full control effect
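Secreted IL-1B measured by AlphaLISA bead assay after 16 h compound exposure of THP-1 cells; compounds (final up to 57.5 uM) added 1 h before LPS (250 ng/mL) and ATP (1.25 mM) stimulation; lower signal means less secretion.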
MCF10A rereplic: A quantitative high throughput screen for small molecules that induce DNA re-replication in MCF 10a normal breast cells. MCF 10A DNA re-replication, Hoechst nuclear intensity, 48 h. Potency, µM (series often up to 46.1 µM), without a hit: at the top dose activity, positive = re-replication, usual class: activators. 350,000 tested, 2.9% active; note: potency is the fitted concentration of half-maximal effect; % of control where 0% means no effect; nearly all actives have a fitted effect of over 50% in size
ATXN viability: Viability Counterscreen for Primary qHTS for Inhibitors of ATXN expression; 400,000 tested, 0.49% active; S2 cells (HEK-293 line with an ATXN2-luciferase reporter) viability, CellTiter-Fluor protease fluorescence, 24 h; Potency, µM (doses to about 56.7 µM), hits mostly cytotoxic; note: potency is the fitted concentration of half-maximal effect; nearly all actives have a fitted effect of over 40% in size
HT1080 IDH1KD tx: qHTS for induction of synthetic lethality in tumor cells producing 2HG: qHTS for the HT-1080-IDH1KD cell line | HT-1080 IDH1 knockdown viability, ATP luminescence, 48 h | 360,000 tested, 2% active | Potency, µM (doses to about 46.1 µM), inactives show top-dose activity, negative = toxicity, actives largely listed as cytotoxic;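 note: potency is the fitted concentration of half-maximal effect; 0% = DMSO wells and -100% = cell-free medium wells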
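Assay cells: HT-1080 with IDH1 knockdown, 750 per well, RPMI/5% FBS. Exposure: 48 h at 37 °C following 2 h pre-incubation. Read: CellTiter-Glo luminescence; fitted concentration-response, curve class assigned.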
SW480 rerep: A quantitative high throughput screen for small molecules that induce DNA re-replication in SW480 colon adenocarcinoma cells. Potency, µM (titrated, usually from 46.1 µM), inactives show at the top dose re-replication activation, most hits filed as activators. SW480 DNA re-replication, Hoechst DNA content imaging, 48 h. 340,000 tested, 1.8% active; note: potency is the fitted concentration of half-maximal effect; % of control where 0% means no effect; nearly all actives have a fitted effect of over 55% in size
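Image-based read-out: total Hoechst fluorescence of nuclei (405 nm excitation, 500-530 nm emission), with hits raising the fraction of high-intensity nuclei. SW480 colon cells incubated 48 hr with compounds at 37 C.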
ATXN2 expr inh: Primary qHTS for Inhibitors of ATXN expression; HEK-293 ATXN2-luciferase reporter, luminescence, 24 h; 360,000 tested, 0.72% active; Potency, µM (titrated, usually from 57 µM), for the others: at the top dose activity change, negative = inhibition, usual class: inhibitors; AID 1745845, 2022; note: potency is the fitted concentration of half-maximal effect; % is set by controls: 0 for no effect and ±100 for the full control effect; nearly all actives have a fitted effect of over 55% in size
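ATXN2-luciferase reporter cells (luciferase flanked by upstream and downstream ATXN2 gene portions) were treated 24 h at 37 °C with compounds at up to 57 uM. SteadyGlo luminescence gave expression; GF-AFC fluorescence gave viability.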
* = called active by the depositor; i = inactive; ? = inconclusive; . = not tested or not shown; & = joins results of further samples; [ ] = remark or other dose. Unless noted, calls come from the whole dose curve; as a rule, active = well fitted curve in the direction sought with a large enough effect; inconclusive = small, poorly fitted or top-dose-only effect, or another doubt; inactive = no such curve, though single readings can be large; an effect the other way counts as inactive or inconclusive.

SMILES	HepG2 tox	HT1080NT lethal	KB-3-1 cytotox	IL-1B inflam inh	MCF10A rereplic	ATXN viability	HT1080 IDH1KD tx	SW480 rerep	ATXN2 expr inh
Cc1ccc(CNC(=O)CC(C)S(=O)(=O)c2ccc3c(c2)NC(=O)CO3)cc1 (stereo unspecified)	-0.7%	3.6%	17.9%	33.2	15.1%	i	8.3%	-0.7%	0.7%
COCCN1C(=O)N[C@@H](CCc2ccccc2)[C@@H](C(=O)OC)[C@H]1C	-5.4%	4.3%	-2.5%	3.9	-21.1%	i	12.8%	-9.2%[9.22 µM]	8.1%
CCc1nc(SCC(=O)NNC(=O)C(C)C)c2ccccc2n1	-3.1%	-13.1%	-0.6%	-29.6	12.9%	i	-15.5%	5.7%	11.5%
O=C(NC1CCCCC1)C(c1cccs1)N(C(=O)c1ccccn1)c1ccccc1 (stereo unspecified)	10.9%	6.9%	2.0%	23.9	-13.9%	?	5.5%	-15.3%	.
COc1cccc(N2CCN(S(=O)(=O)c3c(C)[nH]c(C)c3C(=O)N3CCCCC3)CC2)c1	-4.3%	-1.3%	0.0%	-14.5	4.1%	i	-8.3%	9.7%	-9.9%
COc1cc(C2Nc3c(F)cccc3C3C=CCC32)cc(Br)c1OC (stereo unspecified)	-13.4%	27.7%	-2.7%	4.8	10.1%	i	3.3%	-12.6%	-1.9%
CN(Cc1cccc(Cl)c1Cl)C(=O)c1cccc(S(=O)(=O)N2CCN(Cc3ccccc3)CC2)c1	-1.3%	-14.3%	?	-10.5	13.6%	?	-12.4%	-0.5%	-22.8%
Cc1cccc2sc(N(CCCN(C)C)C(=O)CN3C(=O)c4ccccc4C3=O)nc12	-39.5%	8.5%	4.6%	-8.4	-1.9%	i	8.4%	1.7%	.
Cc1cc(C)cc(NC(=O)c2cccc(NC3=NC4CS(=O)(=O)CC4S3)c2)c1 (stereo unspecified)	0.1%	-6.7%	6.5%	-13.3	7.6%	i	5.4%	-8.5%	-7.8%
CCn1cc(C(=O)N[C@@H](CCSC)C(=O)NCCCO)c(=O)c2cc3c(cc21)OCO3	2.6%	4.5%	-9.6%	-2.0	13.6%	i	4.1%	-14.3%	.
Cc1ccc(C(=O)N/C(=C\c2ccc(-c3ccc(Cl)cc3)o2)C(=O)NCCCN(C)C)cc1	-105.1%	29.1µM*	?	-67.2*	?	i	13µM*	18.4µM*	?
CC1CCCCC12NC(=O)N(CC(=O)OCc1cccc(F)c1)C2=O (stereo unspecified)	-21.6%	10.9%	2.6%	4.2	4.0%	.	5.0%	-4.6%	.
O=C(c1ccc2c(c1)N(Cc1ccc(F)cc1)CCS2)N1CCN(c2ccccc2)CC1	-51.3%	.	-19.9%	.	.	?	.	.	0.0%
C/C(=N\NC(=O)C1CCCN(S(=O)(=O)c2ccccc2)C1)c1cccnc1 (stereo unspecified)	-12.3%	-2.6%	0.5%	-10.2	-1.8%	i	-1.5%	-0.2%	3.0%
O=C(CN1CCN(c2ccc([N+](=O)[O-])cc2Cl)CC1)N1CCOCC1	6.5%	-6.6%	1.2%	7.7	-3.7%	i	-13.0%	-15.3%	-8.6%
Nc1c(-c2ccc(Cl)cc2)cnn1-c1cccc([N+](=O)[O-])c1	-24.0%	3.8%	?	-1.3	3.8%	?	17.3%	-0.5%	8.0%
CCc1cc2c(SCC(=O)NC3CC3)ncnc2s1	-0.3%	4.1%	9.8%	16.7	-1.6%	i	5.7%	-0.3%	6.6%
Cc1ccc(NC(=O)C(C)N2C(=O)C3C4CC(C(Br)C4Br)C3C2=O)cc1 (stereo unspecified)	5.5%	-4.4%	10.3%	-9.6	1.0%	i	-10.6%	0.9%	4.5%
CC(C)c1ccc(NC(=O)C2Cc3c(-c4cccc(C(N)=O)c4)ccnc3O2)cc1 (stereo unspecified)	-36.3%	-20.8%	0.0%	?	.	i	0.0%	.	-12.3%
O=C(/C=C/c1ccccn1)c1cc(Cl)cc(Cl)c1O	-30.2%	16.4µM*	?	-80.4*	20.6µM*	i	?	16.4µM*	?
CCn1c(CSc2nnc3ccccn23)nc2cc(C(=O)O)ccc21	-2.1%	-0.9%	-5.5%	-5.2	-0.1%	i	12.7%	2.1%	0.2%
CC(=O)OCC(C)n1[nH]c2ccccc2c1=O (stereo unspecified)	3.2%	25.2%	0.1%	3.5	.	i	1.8%	.	1.1%
O=C(NNC(=S)Nc1cccc2ccccc12)c1cccc(Br)c1	-38.8%	-14.1%	1.3%	12.7	?	?	0.5%	22.5%	?
CCOc1cc(N2CCOCC2)c(OCC)cc1NC(=O)COC(=O)c1cc(C)oc1C	-22.6%	8.3%	-4.8%	1.6	0.8%	i	9.1%	3.3%	?
COCCn1cc(C(=O)NCCCOC(C)C)c2c3ccccc3n(C)c2c1=O	-10.1%&8.8%	-0.7%	4.5%&-10.2%	12.3	11.5%	i	12.9%	0.9%	7.4%&7.9%
COc1cc(OC)cc(C(=O)NCCCNC(=O)c2cccnc2)c1	2.6%	-3.5%	-9.3%	-20.8	-26.1%	i	?	-27.9%	3.4%
COc1ccc(C(CNc2ncnc3sc(C)c(C)c23)N(C)C)cc1 (stereo unspecified)	-26.9%	-2.2%	?	-6.0	?	i	0.5%	?	?
CC1(C)Cc2cccc(OCC(=O)N3CCN(c4cccc(C(F)(F)F)c4)CC3)c2O1	-26.8%	2.9%	2.9%	-9.0	?	i	-1.6%	-3.0%	-10.0%
Cc1cc(C)n2cc(CSc3nnc(N)s3)nc2n1	23.5%	7.0%	17.0%	-3.0	-3.2%	i	3.9%	1.0%	2.8%
O=C(CN(c1ccccc1)S(=O)(=O)c1ccc(F)cc1)NCc1cccs1	-0.4%	2.5%[9.24 µM]	4.2%	9.4	-2.0%	i	-1.4%	-2.5%	2.7%
O=C1C=C(c2ccc3c(c2)OCO3)C[C@@H](c2ccc3c(c2)OCO3)C1	-1.6%	0.4%	0.1%	10.6	3.4%	i	0.5%	-8.8%	11.7%
CCC(=O)NC(=S)Nc1cccc(C(C)=O)c1	-28.9%	1.2%	0.0%	-20.4	-1.1%	i	-3.7%	-2.0%	9.0%
CC(C)(C)c1ccc(Cc2n[nH]c(=S)[nH]c2=O)cc1	-8.0%	-0.1%	-1.7%	31.7	?	i	-25.7%	-1.1%	-4.0%
COc1cc(/C=C2\S/C(=N/S(=O)(=O)Cc3ccccc3)NC2=O)c([N+](=O)[O-])cc1OC	1.8%	-9.1%	0.0%	-20.8	?	i	-7.3%	-21.2%	.
O=C(O)CNC(=O)c1ccc(NC(=O)/C(=C/c2ccccc2)NC(=O)c2ccccc2)cc1	-34.8%	-3.5%	1.4%	-7.4	-2.5%	i	-1.4%	2.6%	11.0%
O=C(O)CCc1ccc(-c2cccs2)n1CC(=O)Nc1ccccc1C(F)(F)F	-1.6%&7.2%	11.9%	-9.1%&1.1%	0.0	-5.0%	i	0.5%	-33.9%[inhibitor]	-13.7%&7.3%
CSc1ncccc1C(=O)Nc1ccncc1	10.0%	8.8%	6.5%	11.2	-0.5%	i	14.6%	26.4%	3.7%
COc1cccc(C(=O)OCC(=O)c2ccc(S(=O)(=O)N3CCCCC3)cc2)c1OC	-23.3%	0.3%	0.4%	0.5	-1.6%	i	-1.4%	2.1%	8.0%
Cc1ccc(-n2c(SCC(=O)N/N=C/c3ccccc3C(=O)O)nnc2-c2ccc(Cl)cc2)cc1	10.5%	-0.8%	-5.1%	2.7	-3.0%	i	1.7%	-12.9%	12.9%
COc1ccc(-c2ccc(NCCN3CCOCC3)nn2)cc1OC	-2.1%	8.8%	-3.6%	3.8	3.4%	i	13.0%	-16.8%	-14.2%

Molecules shown so far that have a furan ring, fused or not:
SMILES	HepG2 tox	HT1080NT lethal	KB-3-1 cytotox	IL-1B inflam inh	MCF10A rereplic	ATXN viability	HT1080 IDH1KD tx	SW480 rerep	ATXN2 expr inh
Cc1ccc(C(=O)N/C(=C\c2ccc(-c3ccc(Cl)cc3)o2)C(=O)NCCCN(C)C)cc1	-105.1%	29.1µM*	?	-67.2*	?	i	13µM*	18.4µM*	?
CCOc1cc(N2CCOCC2)c(OCC)cc1NC(=O)COC(=O)c1cc(C)oc1C	-22.6%	8.3%	-4.8%	1.6	0.8%	i	9.1%	3.3%	?

Additional compounds follow:
SMILES	HepG2 tox	HT1080NT lethal	KB-3-1 cytotox	IL-1B inflam inh	MCF10A rereplic	ATXN viability	HT1080 IDH1KD tx	SW480 rerep	ATXN2 expr inh
COc1ccccc1N(CC(=O)NC1CCCC1)C(=O)CCC(=O)Nc1ccccn1	7.9%	5.4%	7.6%	14.0	1.4%	.	28.7%	-0.6%	1.2%
CNC(=O)C1=C(C)n2c(nc3ccccc32)NC1c1ccc(OC)cc1 (stereo unspecified)	-75.7%	-4.8%	2.9%	-6.7	-3.3%	i	8.0%	-261.1%[inhibitor]	8.5%
CCOC(=O)CCCCNCc1ccccc1	2.0%	12.2%	14.2%	3.6	7.5%	i	20.7%	-0.1%	0.2%
CC(OC(=O)CNS(=O)(=O)c1ccc(C#N)cc1)C(=O)Nc1cccc(C#N)c1 (stereo unspecified)	-10.4%	6.1%	6.5%	9.2	-1.1%	i	5.0%	-7.9%	7.4%

Two neighbouring compounds out of the list so far, quoted:
SMILES	HepG2 tox	HT1080NT lethal	KB-3-1 cytotox	IL-1B inflam inh	MCF10A rereplic	ATXN viability	HT1080 IDH1KD tx	SW480 rerep	ATXN2 expr inh
CCOC(=O)CCCCNCc1ccccc1	2.0%	12.2%	14.2%	3.6	7.5%	i	20.7%	-0.1%	0.2%
CC(OC(=O)CNS(=O)(=O)c1ccc(C#N)cc1)C(=O)Nc1cccc(C#N)c1 (stereo unspecified)	-10.4%	6.1%	6.5%	9.2	-1.1%	i	5.0%	-7.9%	7.4%
